Source: PubChem BioAssay (several laboratories)
UTI89 phage lysis – protection from phage-mediated lysis, alamar blue read-out – E. coli UTI89, K1F phage, bacterial capsule biogenesis inhibitors (AID 488966); E. coli UTI89 K1F phage lysis, alamar blue, 2 h; higher % means a stronger effect; inhibition, % at 100 µM; hits with a dose series show IC50 in µM; hit rate 0.02% among 340,000;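 active = phage lysis inhibition, versus mean bacterial control, above a set limit; inconclusive = no clear call, values can overlap the other calls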;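 also: capsule biogenesis inhibitors block K1F phage lysis so surviving cells raise fluorescence; higher fluorescence means more inhibition of phage lysis; actives were called in the ten point dose series up to 300 µM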
RSV antiviral HEp-2 – inhibition of RSV-induced cytopathic effect – HEp-2 cells, primary 10 µM value included (AID 2391); hit rate 0.13% among 310,000; one-dose CPE inhibition, % at 10 µM; IC50 in µM for titrated hits; HEp-2 cells, RSV-induced CPE inhibition; higher % means a stronger effect; in the data active = a potency from the dose series; inconclusive = CPE inhibition mostly from about 23% at the one dose, without a potency; inactive = the rest, 99 in 100 with CPE inhibition below about 21%; also: strong numbers were not always called active
West Nile virus CPE – inhibition of WNV-induced cytopathic effect – cell-based, CPE readout (AID 1621). West Nile virus-infected cells, CPE inhibition; higher % means a stronger effect. hit rate 0.02% among 290,000. CPE inhibition, % at 10 µM; hits with a dose series show IC50 in µM; in the data active = a potency from the dose series; inconclusive = CPE inhibition mostly from about 3.7% at the one dose, without a potency; inactive = the rest, 99 in 100 with CPE inhibition below about 2.2%; also: strong numbers were not always called active
SV40 large T antigen – SV40 large T antigen inhibitors, biochemical (AID 1903). SV40 large T antigen ATPase/helicase inhibition assay; higher % means a stronger effect. inhibition, % at 20 µM; hits with a dose series show IC50 in µM. hit rate 0.39% among 310,000; in the data active = a potency from the dose series; inconclusive = inhibition mostly from about 32% at the one dose, without a potency; inactive = the rest, 99 in 100 with inhibition below about 32%; also: strong numbers were not always called active
Dengue-2 NS5 capping – Dengue-2 NS5 methyltransferase inhibitors, primary screen, biochemical, confirmation dose response (AID 588689); Dengue-2 NS5 methyltransferase capping enzyme assay, biochemical; higher % means a stronger effect; one-dose inhibition, % at 25 µM; IC50 in µM for titrated hits; hit rate 0.3% among 340,000; in the data active = a potency from the dose series; inconclusive = inhibition above about 29% without an active follow-up result
ER stress rescue – rescue of cells from ER stress-induced death, primary screen, 384-well, CSM14.1, thapsigargin, ATP luminescence (AID 1222); CSM14.1 thapsigargin-induced death rescue, ATP luminescence; higher % means a stronger effect; one-dose cellular ATP content (survival), % at 20 µM; EC50 in µM for titrated hits; 190,000 tested, under 10 active;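 active = EC50 below 50 µM in the dose-response confirmation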;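 also: death triggered by thapsigargin at about 15 µM added after 2 h compound pretreatment; cell ATP read after overnight thapsigargin exposure of roughly 18 to 22 hours; normalized against plate controls of thapsigargin alone and 5% DMSO vehicle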
Yfh1-off respiration – mitochondrial function rescue without frataxin homolog – Friedreich's ataxia, plus single-dose screen, dose response (AID 1465); fold induction at 50 µM, or EC50 in µM where a hit was titrated; hit rate 0.074% among 220,000; S. cerevisiae Yfh1-off respiration, WST-1 reduction, 72 h; higher fold induction means a stronger effect;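 active = fold induction of absorbance versus untreated yeast above a set limit, then at least 30% activation at any dose in follow-up; inconclusive = repeats straddling the limit, or above it without dose testing; inactive = fold induction below the set limit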;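 also: activators that raise dye reduction in frataxin-depleted yeast; strong numbers were not always called active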
XIAP antagonists – small molecules displacing peptide from XIAP – biochemical, IAP family, fluorescence polarization (AID 1018); XIAP BIR domain, fluorescence polarization peptide displacement; higher % means a stronger effect; displacement, % at 20 µM; hits with a dose series show IC50 in µM; hit rate 0.007% among 200,000; in the data active = displacement above about 50%; also: a part of the inactive calls stands beside numbers as strong as those of hits
WT yeast gro inh – growth inhibition of WT yeast, mitochondrial fusion screen; mitochondrial fusion phenotypic screen, WT strain; inhibition, % at 10 µM; hit rate 2.1% among 190,000; in the data active = inhibition above about 58%; tested in S. cerevisiae
WT yeast gro inh mutant strain – recorded beside WT yeast gro inh, whose call it bears; inhibition, %; mitochondrial fusion phenotypic screen, mutant strain inhibition
* hit, by the source's call; i = inactive; ? = inconclusive; / = no result given; [ ] = dose if it differs, or a comment.

SMILES	UTI89 phage lysis	RSV antiviral HEp-2	West Nile virus CPE	SV40 large T antigen	Dengue-2 NS5 capping	ER stress rescue	Yfh1-off respiration	XIAP antagonists	WT yeast gro inh	WT yeast gro inh mutant strain
COc1ccc(CCNC(=O)CSc2nc(O)cc(=O)[nH]2)cc1OC	0.4%	1.9%	-0.1%	21%	-3%	/	i	/	/	/
COc1ccc(NC(=O)C2C3CC/C=C\CCC32)cc1 (stereo not drawn)	0.1%	1.5%	-0.1%	4%	-8%	/	i	/	/	/
Cc1nc2ccc(S(=O)(=O)NC(C(=O)NC3CCCC3)C(C)C)cc2s1 (stereo not drawn)	0.0%	0.2%	-0.5%	-4%	-4%	-0.3%	i	-2.1%	12	6
Cc1ccc2nc(-c3ccncc3)cc(C(=O)Nc3ccncc3)c2c1	-0.1%[50 µM]	4.7%	2.6%	21%	1%	/	/	/	/	/
COc1cc2c(cc1OC)C(c1ccccc1)NC(C)(C)C2 (stereo not drawn)	0.4%[50 µM]	2.0%	0.2%	9%	3%	/	/	/	/	/
COc1ccc(CNC(=O)C2(CC3CC(c4ccccc4)=NO3)CCN(C(=O)c3cccc(O)c3)CC2)cc1 (stereo not drawn)	-0.7%	4.2%	-0.2%	11%	-7%	/	i	/	/	/
O=C(c1cccc(Oc2ccc([N+](=O)[O-])cc2Cl)c1)N1CCOCC1	0.0%	0.1%	-0.9%	4%	-1%	/	/	/	/	/
N#Cc1ccc(OCC(=O)Nc2ccc3[nH]c(=O)[nH]c3c2)cc1	2.0%[50 µM]	-0.8%	/	10%	-1%	/	/	/	/	/
CNCCc1ccccn1	2.2%	1.0%	-0.3%	13%	-3%	-3.1%	i	-4.3%	-12	-11
O=C(c1ccc(F)cc1)N1CCN2C(=O)c3ccccc3C12c1ccc(Cl)cc1 (stereo not drawn)	0.3%	73%	0.2%	-4%	-4%	-1.8%	i	-2.2%	28	15
CC1=N/C(=C\c2ccc([N+](=O)[O-])cc2)C(=O)N1c1ccc(F)cc1F	1.1%	1.8%	-0.2%	3%	-14%	/	/	/	/	/
Cc1ccc(/C(N)=N/OC(=O)Cc2cccc3ccccc23)cc1	0.2%	1.1%	-0.6%	13%	2%	2.7%	i	-5.2%	-3	23
COc1ccc(CC2(CO)CCN(Cc3cccc4nccnc34)CC2)cc1	0.0%	-0.3%	-1.0%	12%	0%	0.2%	i	-4.0%	-24	-23
O=C1C(=Cc2ccc(Br)o2)C(=O)c2ccccc21	-0.3%	1.3%	0.0%	94µM*	-8%	-0.6%	i	-6.6%	7	15
O=C(COc1ccc(Cl)cc1Cl)NN1C(=O)C2C3C=CC([C@@H]2C1=O)C31CC1 (stereo partly drawn)	0.5%	/	0.1%	12%	-12%	/	i	/	/	/
Cc1noc(/C=C/N(C)C)c1S(=O)(=O)N1CCCC(C(=O)N2CCc3ccccc32)C1 (stereo not drawn)	0.9%	1.4%	/	11%	6%	/	/	/	17	6
O=C(CN1CCCCC1)NCCNC(=O)CN1CCCCC1	0.0%	-0.2%	0.6%	7%	2%	1.8%	i	-3.8%	-3	4
Cc1nc2ccc(NC(=O)c3ccc(Cl)s3)cc2s1	6.7%	1.3%	1.3%	1%	5%	1.2%	i	-1.2%	6	-3
CC(=O)Nc1ccc(S(=O)(=O)NC2=NCN(c3cccc([N+](=O)[O-])c3)CN2)cc1	0.5%	0.9%	-0.3%	2%	3%	/	/	/	/	/
COc1ccc(C)cc1Nc1nc(C)nc2sc(C)cc12	0.0%	3.6%	-0.9%	6%	-3%	/	/	/	/	/
Cc1ccccc1OCc1nc2ccccc2c(=O)n1/N=C/c1cn[nH]c1-c1ccc(Br)cc1	-0.9%[50 µM]	4.4%	1.6%	16%	-9%	1.9%	i	-2.7%	-2	15
O=C(Nc1ccccc1C(=O)OCC(=O)c1c[nH]c2ccccc12)c1ccco1	3.5%[50 µM]	3.3%	-0.6%	1%	-1%	-2.3%	i	21%	5	-4
CCOC(=O)N1CCC(NC(=O)Cn2ncc3ccccc32)CC1	0.5%	-0.9%	-0.2%	-1%	2%	-1.1%	i	-2.4%	-7	-10
CC(C)N(CCNC(=O)c1ccc(NC2=NC3CS(=O)(=O)CC3S2)cc1)Cc1ccco1 (stereo not drawn)	-2.9%	0.8%	0.1%	13%	-2%	/	/	/	/	/
O=C(CSc1nc2c(cnn2-c2ccccc2)c(=O)[nH]1)NC1CCS(=O)(=O)C1 (stereo not drawn)	-0.1%	0.3%	0.1%	11%	-10%	-0.8%	i	-6.0%	3	5
Cc1nnc(SC(C)C(=O)Nc2ccc(Cl)cn2)n1Cc1ccccc1 (stereo not drawn)	3.8%	1.6%	-0.7%	10%	-3%	-0.8%	i	-1.0%	6	-6
Cn1cc(CN2CCN(c3ccccc3)CC2)c2ccccc21	7.7%	-0.6%	-1.1%	-8%	5%	-0.4%	i	-6.4%	6	24
Cc1cc(=O)n(C)c(=O)n1CCCCCCOc1ccc([N+](=O)[O-])cc1	/	7.4%	0.0%	1%	/	-1.7%	i	-4.2%	-6	2
N#Cc1ccccc1Sc1ccccc1C(=O)N1CCOCC1	0.6%	-0.7%	0.0%	18%	5%	-0.7%	i	-3.4%	0	6
Cc1cccc(NS(=O)(=O)c2cc(C(=O)OCC(=O)Nc3cc(C)on3)ccc2C)c1	-0.5%	-0.1%	0.7%	8%	-6%	-2.0%	i	-6.8%	-20	-4

Records listed so far printed as active in SV40 large T antigen:
| Structure | RSV antiviral HEp-2 | West Nile virus CPE | SV40 large T antigen | Dengue-2 NS5 capping | XIAP antagonists | WT yeast gro inh mutant strain |
| --- | --- | --- | --- | --- | --- | --- |
| O=C1C(=Cc2ccc(Br)o2)C(=O)c2ccccc21 | 1.3% | 0.0% | 94µM* | -8% | -6.6% | 15 |

(continued)
SMILES	UTI89 phage lysis	RSV antiviral HEp-2	West Nile virus CPE	SV40 large T antigen	Dengue-2 NS5 capping	ER stress rescue	Yfh1-off respiration	XIAP antagonists	WT yeast gro inh	WT yeast gro inh mutant strain
CN(C(=O)c1ccccc1-c1ccccc1C(=O)O)c1ccccc1	0.3%	1.1%	-0.1%	5%	0%	/	/	/	/	/
O=C(CN1CCCCCC1)Nc1ccc(Br)cn1	-0.6%	-2.5%	-0.3%	13%	-4%	/	/	/	/	/
CCCC(=O)N1CCN(c2ccc(NC(=O)c3ccc([N+](=O)[O-])o3)cc2Cl)CC1	-0.3%	/	-1.1%	3%	0%	-1.1%	i	-4.0%	86*	82*
Cc1ccc(CN2CCN(Cc3cccn3-c3ccccn3)CC2CCO)o1 (stereo not drawn)	-0.1%	0.0%	0.3%	4%	-1%	-1.2%	i	-6.4%	-3	7
Cn1ncc([N+](=O)[O-])c1C(=O)Nc1ccc(-c2nc3ccccc3o2)cc1	0.0%	1.4%	-0.3%	6%	-7%	-0.7%	i	0.4%	-4	-8
COc1ccc(CN(CC2CCCO2)C(=O)CN2C(=O)COc3ccccc32)cc1OC (stereo not drawn)	1.5%	0.8%	0.3%	10%	-1%	-2.1%	i	-5.0%	-6	-10
CCOC(=O)C1(CCOc2ccccc2)CCN(Cc2ccc(O)c(OCC)c2)CC1	0.1%	2.6%	-1.4%	29%	-9%	/	/	/	/	/
CCCc1cc(=O)[nH]c(SCC(=O)Nc2cccc3ccccc23)n1	-0.2%	3.5%	0.2%	6%	-1%	/	/	/	/	/
COc1ccc(N(CC(=O)Nc2ccccc2C(=O)NCCc2ccccc2)S(C)(=O)=O)cc1OC	-3.3%	1.2%	0.3%	-6%	-9%	2.9%	i	-6.1%	-18	-31
Cc1ccc(-c2[nH]c(=O)n3ccncc23)s1	0.6%	1.5%	1.3%	24%	6%	/	i	/	-10	-17
CCSC1=N/C(=C\c2ccc3c(c2)OCO3)C(=O)S1	-0.1%	0.2%	0.0%	6%	?	-1.0%	i	-0.7%	-9	4
CC1=NN(C(N)=S)C(=O)C1N=Nc1cccc(C)c1 (stereo not drawn)	0.3%	?	1.0%	13%	-2%	/	i	/	/	/
CCOC(=O)c1c(C)oc2c1C(=O)c1ccccc1C2=O	3.2%	-2.6%	?	9%	-5%	0.0%	i	1.0%	42	28
Cc1ccc([N+](=O)[O-])cc1-c1ccc(/C=N/NC(=O)c2cc3c(ccc4ccccc43)o2)o1	1.1%	10%	/	8%	8%	0.6%	/	-1.8%	9	1
CC(NC(=O)c1ccccc1F)C(=O)O (stereo not drawn)	4.2%	0.3%	0.8%	6%	-5%	0.4%	i	3.0%	4	-8
Cc1ccc(Cn2nc(C)c3cc(C(=O)OCC(N)=O)sc32)cc1	0.6%	-0.6%	0.4%	1%	-4%	3.9%	i	-8.2%	9	-6
O=C(Nc1sc2c(c1-c1nc3ccccc3[nH]1)CCCC2)C1CCCC1	6.3%	2.7%	0.3%	4%	-11%	-1.4%	i	-8.7%	17	-19
CC(CCc1ccccc1)NCC(O)c1cccc([N+](=O)[O-])c1 (stereo not drawn)	0.2%	-2.5%	-1.0%	1%	-3%	-2.5%	i	-5.6%	-6	4
Cc1sc(NC(=S)NC(=O)c2cccs2)nc1-c1ccc(C(C)C)cc1	-1.1%	0.8%	-0.2%	-4%	-1%	0.1%	i	0.2%	-12	5
Cc1cc(C)cc(N(C(=O)CNC(=O)c2ccco2)C(C(=O)NC2CCCC2)c2ccncc2)c1 (stereo not drawn)	0.2%	0.0%	-1.0%	-6%	2%	/	/	/	/	/
CC(=O)c1ccc2noc(-c3cccc(F)c3)c2c1	-0.1%	3.5%	-0.6%	15%	-1%	/	/	/	/	/
O=C(Cc1ccc2c(c1)OCCO2)N1CCN(S(=O)(=O)c2ccccc2C(F)(F)F)CC1	-0.1%	17%	-0.8%	0%	-8%	-1.7%	i	-16%	1	-8
COc1ccc(C(=O)c2c3ccc(OC)cc3[n+]([O-])n2CCCC(N)=O)cc1	3.2%	0.7%	/	9%	-1%	/	/	/	/	/
CCc1nc2ccccc2c(C(=O)OCC(=O)NCCCN2CCCC2=O)c1C	-1.2%	6.1%	/	3%	3%	3.7%	/	2.7%	17	22
Cc1cccc(NC(=O)NC(=S)NC(=O)c2ccccc2)c1	-0.1%[50 µM]	6.4%	-0.3%	17%	4%	-6.4%	i	-4.1%	33	31
CC(Sc1nnnn1C)C(=O)NC1CCCc2ccccc21 (stereo not drawn)	-0.4%	3.0%	0.6%	-4%	-7%	1.1%	i	-3.8%	-16	-5
CC1CC(C)CN(C(=O)COC(=O)CCCN2C(=O)c3cccc4cccc(c34)C2=O)C1 (stereo not drawn)	-0.2%	2.7%	-0.3%	16%	-7%	/	/	/	/	/
COc1cccc(CN(CC(=O)NC2CCCC2)C(=O)Cn2nnc(-c3cccs3)n2)c1	0.1%	5.5%	-0.5%	15%	-6%	-1.4%	i	-0.4%	-12	-10
